D3 ag – activates the human D3 dopamine receptor; 0.58% of 410,000 active; D3R DiscoveRx beta-arrestin cells, luminescence, 90 min; P35462; max activation, %; in the data active = max activation above about 30%; note: 0% is about no effect; mostly tested at two doses, the higher about 12 µM
Target sequence (P35462 whole entry, looked up): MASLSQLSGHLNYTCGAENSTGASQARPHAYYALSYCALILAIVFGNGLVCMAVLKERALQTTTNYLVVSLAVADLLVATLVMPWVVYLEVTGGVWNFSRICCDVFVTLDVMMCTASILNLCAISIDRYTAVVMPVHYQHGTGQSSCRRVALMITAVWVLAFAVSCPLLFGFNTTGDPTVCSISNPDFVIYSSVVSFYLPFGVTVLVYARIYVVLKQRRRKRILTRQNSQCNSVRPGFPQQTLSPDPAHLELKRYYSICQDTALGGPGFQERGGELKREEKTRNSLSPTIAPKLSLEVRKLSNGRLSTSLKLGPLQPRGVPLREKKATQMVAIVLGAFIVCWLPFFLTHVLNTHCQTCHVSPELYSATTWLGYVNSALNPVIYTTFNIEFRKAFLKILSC
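Agonist mode: compounds and dopamine controls were applied to plated cells for 90 min at 37 degrees C after an overnight attachment at 1500 cells/well. Luminescent read-out followed 30 - 60 minutes at room temperature with DiscoveRx detection reagent.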
DRD3 antagonist – D3 dopamine receptor (human) antagonism; P35462; D3R cells, DiscoveRx beta-arrestin luminescence, antagonist mode; hits give low values; AID 652054; 2.5% of 360,000 active; max response, negative = inhibition, %; in the data active = max response below about -50%; inconclusive = no clear call, values can overlap the other calls; note: % is set by controls: 0 for no effect and ±100 for the full control effect; mostly tested at two doses, the higher about 12 µM
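Cells expressing the human receptor were seeded at 1500 cells/well, incubated overnight at 37 degrees C in 5% CO2, then exposed to library compounds with dopamine controls for 90 minutes at 37 degrees C before luminescent detection.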
PTHR1 agonist – PTHR1 (human) receptor agonism | HEK293 GP2 PTHR1 cells, GloSensor cAMP luminescence, 1 h | 0.075% of 410,000 active | Q03431 | Potency, µM (doses to about 115 µM), for inactives: top-dose activation, usual class: activators; note: potency is the fitted concentration of half-maximal effect; nearly all actives have a fitted effect of over 55% in size; some results filed as inactive show a strong effect at the top dose; inactives centre near -15; many of its hits are not listed in these tables
Target sequence (Q03431 whole entry, looked up): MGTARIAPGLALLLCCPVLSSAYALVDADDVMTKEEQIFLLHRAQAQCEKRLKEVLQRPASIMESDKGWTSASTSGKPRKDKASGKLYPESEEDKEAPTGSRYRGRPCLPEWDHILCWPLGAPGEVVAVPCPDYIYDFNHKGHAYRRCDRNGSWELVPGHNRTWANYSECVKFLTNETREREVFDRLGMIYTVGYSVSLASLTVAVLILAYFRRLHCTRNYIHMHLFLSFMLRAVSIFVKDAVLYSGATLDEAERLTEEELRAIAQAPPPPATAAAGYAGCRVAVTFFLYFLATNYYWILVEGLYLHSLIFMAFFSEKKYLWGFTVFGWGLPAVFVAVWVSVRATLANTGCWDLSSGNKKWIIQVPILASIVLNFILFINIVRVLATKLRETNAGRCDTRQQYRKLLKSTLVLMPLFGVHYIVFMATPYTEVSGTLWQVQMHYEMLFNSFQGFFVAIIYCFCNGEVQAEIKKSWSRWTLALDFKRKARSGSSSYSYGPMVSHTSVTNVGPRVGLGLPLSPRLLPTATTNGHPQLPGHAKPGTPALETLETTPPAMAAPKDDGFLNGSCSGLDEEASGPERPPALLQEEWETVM
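HEK-293-derived GP2 cells expressing PTHR1 and a GloSensor cAMP reporter, 3,000/well, plated overnight, given luciferin plus IBMX (each 0.5 mM as added) for 1 h at 37 °C, then compound for 1 h at 37 °C. Luminescence was read after 15 min at room temperature.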
EPAC2 antagonist – blocks human EPAC2 exchange factor; Potency, µM (highest dose often 114 µM), without a hit: at the highest dose activity, negative = inhibition, hits mostly inhibitors; 0.18% of 360,000 active; EPAC2 GEF exchange of Rap1B-BODIPY-GDP, fluorescence; Q8WZA2; note: potency is the fitted concentration of half-maximal effect; % is set by controls: 0 for no effect and ±100 for the full control effect; nearly all actives have a fitted effect of over 45% in size; many of its hits are not listed in these tables
MmCpn inh – inhibitors of Methanococcus maripaludis chaperonin (MmCpn); Potency, µM (series often up to 76.9 µM), for inactives: top-dose activity, negative = inhibition, most hits filed as inhibitors; AID 504842; 0.031% of 330,000 active; purified Mm-Cpn ATPase, ADP Transcreener TR-FRET; note: potency is the fitted concentration of half-maximal effect; % is set by controls: 0 for no effect and ±100 for the full control effect; nearly all actives have a fitted effect of over 80% in size
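Eu-cryptate anti-ADP/ADP-d2 competition gives a ratio inversely related to ADP. Enzyme at 25 nM was pre-exposed to compound for 10 min, then given 10 uM ATP for 30 min, 37°C throughout.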
Akt phos inh – Akt phosphorylation inhibition; AID 651550; activity change, % for hits at 50 µM; Neuro2A IGF-stimulated pAkt S473 HTRF, 20 min; hits give low values; 0.32% of 360,000 active; in the data active = activity change below about -80%; inconclusive = mostly about -51% to -80%; note: % is set by controls: 0 for no effect and ±100 for the full control effect
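Neuro2A cells in DMEM with 0.5% FBS, overnight at 37 deg C, given compound at single 50 µM final, then IGF (6 nM final) for 20 min at 37 deg C. Lysed; phospho-Akt Ser473 by HTRF after 24 h, 665/615 ratio.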
EPAC2 agonist – activates human EPAC2 exchange factor | Potency, µM (highest dose often 154 µM), inactives show at the highest dose activation, actives largely listed as activators | 0.079% of 360,000 active | EPAC2 activation, biochemical qHTS; response scale: 100% = 6.5 mM cAMP response | Q8WZA2 | AID 720711; note: potency is the fitted concentration of half-maximal effect; nearly all actives have a fitted effect of over 50% in size
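Guanine nucleotide exchange by EPAC2 is measured as reduced fluorescence of BODIPY-GDP once it is released from 250 nM Rap1B. Plates are read kinetically for 30 min at room temperature; results are scaled to 6.5 mM cAMP.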
CCT modulator – changes cytosolic chaperonin activity; purified chaperonin ATPase assay, HTRF ADP detection, 30 min; activity change, % (concentration not given with the values), hits read low; 0.3% of 360,000 active; in the data active = activity change below about -30%; note: % is set by controls: 0 for no effect and ±100 for the full control effect
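ATPase activity: ADP formed was measured by HTRF Transcreener (665/615 nm ratio) after 30 min at 37 deg C with 10 uM ATP. Compounds screened at one 76 uM concentration against 40 or 20 nM TRiC in Tris pH 7.4/KCl/MgCl2/DTT buffer.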
Starred values were filed as active, the others as inactive; i = inactive; ? = inconclusive; · = not tested or not shown; & = joins results of further samples; [ ] = dose if it differs, or a comment. Unless noted, calls come from the whole dose curve; as a rule, active = well fitted curve in the direction sought with a large enough effect; inconclusive = small, poorly fitted or top-dose-only effect, or another doubt; inactive = no such curve, though single readings can be large; an effect the other way counts as inactive or inconclusive. This is a subset; the hit share may differ from the screen's.

compound	D3 ag	DRD3 antagonist	PTHR1 agonist	EPAC2 antagonist	MmCpn inh	Akt phos inh	EPAC2 agonist	CCT modulator
O=C(NCCO)/C(=C/c1ccc2c(c1)OCO2)NC(=O)c1ccc(Br)cc1	6	7	i	0%	-2%	i	-3%	1.1
O=c1c(S(=O)(=O)c2ccc(Cl)cc2)cn(Cc2cccc(F)c2)c2ccc(F)cc12	-1	0	-18%	-21%	2%	i	-1%	-5.6
COC(=O)c1cc(S(=O)(=O)Nc2cccc(-c3cnco3)c2)oc1C	2	3	-1%	14%	1%	i	7%	1.8
Cc1ccc(NC2Sc3ccccc3NC2=O)cc1 (stereo not drawn)	-10	9	-27%	0%	1%	i	0%	0.5
C(=C\c1ccccc1)/CN1CCN(C(c2cccs2)c2nnnn2Cc2ccccc2)CC1 (stereo not drawn)	-18	-73*	-31%[inhibitor]	?	·	i	-11%	1.9
Cc1ccc(C)c(-n2c(SCC(=O)N3CCCC3)nnc2-c2ccccn2)c1	0	-11	i	0%	0%	i	-11%	-1.3
Cn1cc(Cl)c(C(=O)Nc2nc3ccccc3s2)n1	0	-5	-33%[57.5 µM]	-1%	-2%	i	3%	2.7
CC(=O)Nc1ccc(S(=O)(=O)N2CCSC2)cc1	14	35	i	-1%	-6%	i	1%	-3.3
Cc1cc(Br)cn2c(Cc3ccsc3)c(-c3ccc(F)cc3)nc12	1	11	-15%	-12%	·	i	9%	1.2
CN1CCCC(OC(=O)c2ccc(C#N)cc2)C1 (stereo not drawn)	2	3	-8%	9%	0%	i	10%	-1.1
CCC1CCc2c(sc(NC(C)=O)c2C#N)C1 (stereo not drawn)	4	21	-21%	-1%	-4%	i	-2%	1.4
NS(=O)(=O)c1cccc(NC(=O)CSc2nc3ccccc3n2-c2ccccc2)c1	8	66	-57%[inhibitor]	-3%	-3%	i	13%	-7.2
CC(C)(C)NC(=O)Cn1cc(C#N)c2cc(Br)ccc21	9	11	-2%[57.5 µM]	4%	0%	i	-1%	-5.5
C/C(=N\Nc1ccc([N+](=O)[O-])cc1[N+](=O)[O-])c1ccc(-n2nncc2C(C)(C)C)cc1	1	5	i	-2%	1%	i	-9%	-0.1
O=C(NCc1ccc2c(c1)OCO2)c1cc([N+](=O)[O-])ccc1N1CCCCC1	-13	-2	-15%	0%	-2%	i	3%	0.7
CN(C)c1ccc(N=Nc2ccc(S(=O)(=O)O)cc2)c2ccccc12	-1	-25	i	?	-3%	i	-34%[inhibitor]	1.1
COc1ccc(S(=O)(=O)Nc2c3ccccc3nc(=O)n2-c2ccccc2)cc1	-1	17	0%	6%	-1%	i	7%	-0.4
CC(C)(C)OC(=O)N1CCN(C(=O)c2[nH]cnc2C(=O)Nc2ccc(Cl)cc2)CC1	5	15	i	26%	0%	i	-11%	0.2
O=C1Cc2ccccc2C(=O)N1OCc1ccc(Cl)cc1Cl	9	8	i	10%	1%	i	11%	1.9
COc1cccc(C2CC(C(F)(F)F)n3ncc(C(=O)NCC4CCCO4)c3N2)c1 (stereo not drawn)	-10	-22	-15%	-2%	0%	i	10%	-6.4
O=C(COC(=O)c1cc(-c2ccco2)nc2ccccc12)NCc1ccc2c(c1)OCO2	-1	19	i	9%	-14%	i	4%	2.8
COc1ccc(NC(=O)N(C)C[C@H]2Oc3c(NC(=O)C4CC4)cccc3C(=O)N([C@H](C)CO)C[C@@H]2C)cc1	6	12	-24%	11%	-1%	i	-8%	0.5
CCNC(=S)NNC(=O)c1c(Cl)c(C)nn1C	-5	2	-6%	5%	2%	i	5%	-1.7
Cn1cc(C(=O)c2ccccc2C(=O)O)cc1C(=O)C(Cl)(Cl)Cl	9	-3	i	4%	-2%	i	10%	-0.2
CCOC(=O)NNC1CC(=O)N(c2ccc(OC)cc2)C1=O (stereo not drawn)	-10	9	-6%[57.5 µM]	-3%	1%	i	1%	-1.3

Entries of single compounds, looked up by structure:
`Cn1cc(Cl)c(C(=O)Nc2nc3ccccc3s2)n1` across the screens: D3 ag: 0; DRD3 antagonist: -5; PTHR1 agonist: -33%[57.5 µM]; EPAC2 antagonist: -1%; MmCpn inh: -2%; Akt phos inh: i; EPAC2 agonist: 3%; CCT modulator: 2.7
`CCOC(=O)NNC1CC(=O)N(c2ccc(OC)cc2)C1=O` (stereo not drawn) across the screens: D3 ag: -10; DRD3 antagonist: 9; PTHR1 agonist: -6%[57.5 µM]; EPAC2 antagonist: -3%; MmCpn inh: 1%; Akt phos inh: i; EPAC2 agonist: 1%; CCT modulator: -1.3

New compounds follow.
compound	D3 ag	DRD3 antagonist	PTHR1 agonist	EPAC2 antagonist	MmCpn inh	Akt phos inh	EPAC2 agonist	CCT modulator
COC(=O)C1(C)NC(c2ccc(Cl)cc2)C2C(=O)N(c3ccccc3)C(=O)C21 (stereo not drawn)	0	-9	-21%	-3%	-2%	i	7%	-2.4
Nc1c(C(=O)NCc2ccccc2)c2nc3ccccc3nc2n1CCCN1CCOCC1	0	20	i	-26%	-2%	i	-3%	0.8
Cc1cc(C)nc(SCc2nnc(SCC(=O)N3CCCc4ccccc43)n2C)n1	1	-10	0%[57.5 µM]	1%	1%	i	7%	0.2
Cc1noc(C)c1NC(=O)N(C)C[C@H]1Oc2c(NC(=O)Cc3ccccc3)cccc2C(=O)N([C@H](C)CO)C[C@@H]1C	1	-15	-24%	12%	2%	i	9%	0.8
Cc1c(C(=O)NC(C)C)oc2c1-c1[nH]ncc1CC2	3	21	-9%[57.5 µM]	-1%	2%	i	5%	-1.7
Cc1ccc(C)c(NC(=O)C(NCC(C)(C)N2CCOCC2)c2ccccc2)c1 (stereo not drawn)	5	12	i	19%	-2%	i	4%	2.2
CCOC(=O)C1CCN(C(=O)C2CCN(c3nc4ccc(OC)cc4s3)CC2)CC1	-2	18	-39%[inhibitor]	1%	0%	i	3%	-2.8
CCn1cc(CNC(=O)C2CCC(=O)N(C3CCCCCC3)C2)cn1 (stereo not drawn)	5	-4	i	3%	1%	i	2%	-1.2
O=C(Oc1cccc2ccccc12)c1ccncc1	-3	-21	0%[57.5 µM]	-1%	-2%	i	6%	-4.1
Cc1cc(C(F)(F)F)nn1CC(=O)Nc1ccc2c(c1)OCO2	2	2	-25%	0%	-3%	i	14%	-1.9
O=S(=O)(c1cccs1)N1CCN(CC(O)COc2cccc(Br)c2)CC1 (stereo not drawn)	2	?	-19%[57.5 µM]	-6%[57.1 µM]	0%	i	18%	-1.9
Cc1ccc(C)c(NC(=O)CN(C)C(=O)c2oc3c(Cl)cccc3c2C)c1	9	22	-13%	19%	3%	i	-11%	-0.4
N#Cc1ccccc1S(=O)(=O)N1CCN(C(=O)c2cc3c(s2)CCC3)CC1	-6	-4	-44%	-26%	1%	i	14%	-2.2
O=C(CSC1CS(=O)(=O)c2cc([N+](=O)[O-])ccc21)NNC(=O)c1ccccc1 (stereo not drawn)	9	-21	i	0%	0%	i	4%	-0.2
O=C(COC(=O)c1cccc(S(=O)(=O)NCc2ccccc2)c1)NC1CC1	8	7	i	0%	0%	i	-17%	1.0
Cc1csc(Nc2nc(N)c(C(=O)Nc3ccccc3)o2)n1	-7	-21	-21%	7%	-1%	i	-4%	-2.5
CC(C)(C)N(Cc1ccccc1)C(=O)CN1C(=O)c2ccccc2S1(=O)=O	2	-15	-27%	3%	0%	i	2%	-5.7
COCCCNC(=O)c1cc2c(-c3ccc(Cl)cc3)nn(C)c2s1	4	36	-9%	-2%	-2%	i	0%	-2.9
CN(CC(=O)Nc1ccccc1N1CCOCC1)S(=O)(=O)c1ccc(F)cc1	-7	-2	i	9%	-1%	i	-6%	-1.1
Cc1ccsc1C(=O)N1CCC(N2CCC(C(=O)NCC3CCCO3)CC2)CC1 (stereo not drawn)	-2	11	i	-4%	2%	i	-4%	-0.5
CC1=CC(=O)c2ccccc2C1=O	6&12&-16	-53*	-45%	4%&0%	1%&1%	i	0%&26%	1.0&-2.2
C=CCn1c(CNC(=O)c2ccccc2C)nnc1SCC(=O)NC1CCCC1	2	4	i	7%	0%	i	-3%	-1.9
CCN(CC)CCNc1nc(-n2nc(C)cc2C)nc2sc3c(c12)CC(C)(C)OC3	-26	1	6%	6%	-1%	i	1%	-2.9
CC(=O)C1=C(C)NC(=O)NC1c1cccs1 (stereo not drawn)	7	-16	17%	-12%	1%	i	1%	-1.8
CC(C)(C)[C@@H]1COC(=O)[C@H](Cc2ccc(F)cc2)CC/C=C\C[C@H](CC(=O)N(CCO)Cc2ccccc2)C(=O)N1	4	-14	-17%	15%	-5%	i	3%	-1.6
CCCCn1c(N)c(N(CC(C)C)C(=O)C2CCCN(C(=O)c3ccc(Cl)cc3)C2)c(=O)[nH]c1=O (stereo not drawn)	-15	-2	-10%	12%	1%	i	-3%	-2.5
COc1cccc(N2CCN(S(=O)(=O)c3ccc(CN4C(=O)c5cccnc5C4=O)cc3)CC2)c1	3	2	-14%	-6%	0%	i	4%	-0.8
CC(C)[C@@H]1Cc2[nH]c(=S)[nH]c(=O)c2[C@H](CCc2ccccc2)O1	-12	0	-8%	-24%	·	i	12%	-1.2
S=C(NCCc1cnc[nH]1)NC1CCCC1	0	16	-6%	-4%	2%	i	4%	1.3
CCOC(=O)C1=C(C)SC2=NS(=O)(=O)CCN21	4	10	-18%	-2%	2%	i	3%	-12
Cc1cccc(C(CC(=O)N2CCCCC2)c2ccccc2)c1O (stereo not drawn)	-7	7	i	-11%	0%	i	3%	-1.0
O=C(O)CCN(Cc1ccccc1)S(=O)(=O)c1ccccc1Cl	5	8	i	6%	3%	i	0%	0.7
CCOC(=O)c1cc(CC)sc1NC(=O)COC(=O)c1cnccn1	9	14	-2%	-2%	1%	i	-3%	-1.1
O=C(COc1ccc([N+](=O)[O-])cc1)N1CCc2ccccc2C1	-2	11	-22%	1%	1%	i	-11%	-0.4
Cc1cc(C(=O)COC(=O)c2ccc[nH]c2=O)c(C)n1-c1ccc(F)cc1	18	10	-8%	12%	1%	i	2%	-0.6
Cc1cc(C(=O)Nc2cccnc2)no1	-11	36	-9%	9%	2%	i	10%	-2.3
CCCNC(=O)NC(=O)CN1C(=O)NC(C)(c2ccc(C)cc2)C1=O (stereo not drawn)	9	10	i	0%	-10%	·	-3%	-3.1

Screens: PubChem BioAssay, National Center for Advancing Translational Sciences (NCATS)
